Anesthetic bind – binds horse apoferritin like a general anesthetic | P02791 | 350,000 compounds, 0.074% hits | apoferritin/1-aminoanthracene competitive binding, fluorescence | Potency, µM (doses to about 77.5 µM), for inactives: at the top dose activity change, negative = displacement, usual class: inhibitors | AID 485281; further: potency means the concentration at half of the fitted maximal effect; on the % scale 0 is the no-effect control and ±100 the full control effect; nearly all actives have a fitted effect of over 20% in size
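Horse-spleen apoferritin (10 uM) was mixed with 50% saturated 1-aminoanthracene in PBS, exposed to compounds for 10 min at room temperature, and read for fluorescence (ex 380 nm, em 535 nm). Competitive displacement was fitted with a four-parameter Hill equation.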
POLH inh – DNA polymerase eta (human) inhibition; recombinant Pol eta, fluorescent DNA replication assay; 390,000 compounds, 1.2% hits; Potency, µM (highest dose often 114 µM), without a hit: top-dose activity change, negative = inhibition, usual class: inhibitors; Q9Y253; further: potency means the concentration at half of the fitted maximal effect; on the % scale 0 is the no-effect control and ±100 the full control effect
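Pol eta at 10 nM preincubated with compounds 15 min at room temperature; reaction started with fluorescent substrate (50 nM final) and read kinetically at 0 and 10 min.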
POLB inh – DNA polymerase beta (human) inhibition; 340,000 compounds, 1.3% hits; Pol beta primer extension/strand displacement, fluorescence kinetic; AID 485314; P06746; Potency, µM (highest dose often 114 µM), for the others: at the highest dose activity change, negative = inhibition, hits mostly inhibitors; further: potency means the concentration at half of the fitted maximal effect; on the % scale 0 is the no-effect control and ±100 the full control effect
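Homogeneous kinetic assay of primer extension and strand displacement by 10 nM Pol beta, preincubated 15 min at room temperature with compound before 50 nM substrate (final) was added. Read at 0 and 10 min; four-parameter Hill fit.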
POLK inh – inhibitors of human DNA polymerase kappa; 400,000 compounds, 0.53% hits; AID 588579; Potency, µM (highest dose often 107 µM), without a hit: at the highest dose activity, negative = inhibition, most hits filed as inhibitors; Q9UBT6; purified Pol kappa, fluorescent DNA synthesis assay, 10 min; further: potency means the concentration at half of the fitted maximal effect; on the % scale 0 is the no-effect control and ±100 the full control effect
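Kinetic fluorescence screen: compound preincubated 15 min RT with 10 nM enzyme; 50 nM substrate (final) initiates; reads at 0/10 min.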
POLI inh – inhibitors of human DNA polymerase iota; Q9UNA4; Potency, µM (doses to about 115 µM), inactives show at the top dose activity, negative = inhibition, usual class: inhibitors; 390,000 compounds, 1% hits; Pol iota fluorescent replication assay, 10 min; further: potency means the concentration at half of the fitted maximal effect
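Fluorescent replication assay read twice, at 0 min and 10 min after adding 50 nM (final) substrate. Enzyme (10 nM) and compounds were first incubated 15 min at room temperature; enzyme-free buffer wells were negative controls.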
LDHA block – LDHA (human) enzyme inhibition; P00338; purified LDHA, NADH/diaphorase-resazurin fluorescence; stronger effect = lower value; activity change, % (values are at about 110 or 230 µM); 480,000 compounds, 0.15% hits; AID 1347041; in the data active means activity change below about -30%; inconclusive means mostly about -25% to -30%;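 further: plate controls were DMSO wells for no effect and wells without enzyme for full effect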
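Human LDH5 at 2 nM final in Tris HCl pH 7.4 with 0.06 mM NADH and 0.2 mM pyruvate, reacted 5 minutes at room temperature. Remaining NADH coupled via diaphorase/resazurin; resorufin fluorescence read at 0 and 20 minutes, normalized to enzyme-free and DMSO wells.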
BLM helicase inh – blocks DNA unwinding by human BLM helicase; P54132; recombinant BLM DNA unwinding, fluorescence dequenching; Potency, µM (highest dose often 56.1 µM), without a hit: top-dose activity change, negative = inhibition, most hits filed as inhibitors; 350,000 compounds, 0.2% hits;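 further: potency means the concentration at half of the fitted maximal effect; plate controls were vehicle for no effect and no enzyme for full effect; nearly all actives have a fitted effect of over 35% in size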
Target sequence (P54132 whole entry, looked up): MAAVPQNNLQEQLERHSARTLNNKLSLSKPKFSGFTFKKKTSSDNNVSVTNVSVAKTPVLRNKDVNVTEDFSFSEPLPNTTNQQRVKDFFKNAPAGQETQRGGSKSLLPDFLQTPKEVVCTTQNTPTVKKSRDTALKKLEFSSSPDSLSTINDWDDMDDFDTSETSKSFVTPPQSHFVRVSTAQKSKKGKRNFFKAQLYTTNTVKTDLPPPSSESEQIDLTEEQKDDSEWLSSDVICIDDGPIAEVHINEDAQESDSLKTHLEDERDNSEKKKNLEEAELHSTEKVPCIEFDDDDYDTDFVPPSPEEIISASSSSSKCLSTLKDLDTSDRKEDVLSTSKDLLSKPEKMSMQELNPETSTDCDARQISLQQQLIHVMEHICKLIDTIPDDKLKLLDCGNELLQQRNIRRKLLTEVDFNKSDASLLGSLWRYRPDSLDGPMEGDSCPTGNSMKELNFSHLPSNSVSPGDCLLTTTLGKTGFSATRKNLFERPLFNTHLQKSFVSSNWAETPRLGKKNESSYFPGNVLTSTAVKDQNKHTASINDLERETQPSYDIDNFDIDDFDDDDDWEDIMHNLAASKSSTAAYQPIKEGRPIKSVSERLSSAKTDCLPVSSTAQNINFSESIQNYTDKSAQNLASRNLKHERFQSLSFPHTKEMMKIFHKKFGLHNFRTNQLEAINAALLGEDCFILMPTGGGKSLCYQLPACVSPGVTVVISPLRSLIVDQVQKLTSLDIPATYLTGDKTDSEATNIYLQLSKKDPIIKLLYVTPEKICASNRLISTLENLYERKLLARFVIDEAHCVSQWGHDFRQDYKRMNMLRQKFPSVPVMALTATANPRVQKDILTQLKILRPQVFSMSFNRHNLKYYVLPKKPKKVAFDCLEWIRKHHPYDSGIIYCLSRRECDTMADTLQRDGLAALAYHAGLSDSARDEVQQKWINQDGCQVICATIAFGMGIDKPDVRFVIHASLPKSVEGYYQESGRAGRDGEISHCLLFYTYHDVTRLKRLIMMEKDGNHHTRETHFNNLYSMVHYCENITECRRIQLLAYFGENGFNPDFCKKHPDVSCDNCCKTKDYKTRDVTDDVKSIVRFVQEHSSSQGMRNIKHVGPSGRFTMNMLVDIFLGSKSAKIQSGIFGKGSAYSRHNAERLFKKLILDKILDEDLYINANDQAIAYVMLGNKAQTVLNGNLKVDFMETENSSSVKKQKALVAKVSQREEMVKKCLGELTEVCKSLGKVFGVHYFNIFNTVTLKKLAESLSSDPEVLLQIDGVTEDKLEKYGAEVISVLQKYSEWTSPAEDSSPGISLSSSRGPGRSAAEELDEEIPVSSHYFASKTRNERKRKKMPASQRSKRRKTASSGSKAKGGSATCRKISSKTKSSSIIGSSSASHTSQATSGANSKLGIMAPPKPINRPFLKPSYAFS
APE1 inh – blocks human APE1 abasic DNA cleavage. 350,000 compounds, 0.35% hits. AID 2517. Potency, µM (titrated, usually from 65.8 µM), inactives show at the highest dose activity change, negative = inhibition, most hits filed as inhibitors. P27695. recombinant APE1, TAMRA/BHQ-2 abasic DNA cleavage fluorescence;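 further: potency means the concentration at half of the fitted maximal effect; plate controls were vehicle for no effect and reference inhibitor for full effect; nearly all actives have a fitted effect of over 55% in size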
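Endonuclease cleavage of a quenched abasic-site DNA duplex (50 nM) by APE1 (0.75 nM) was tracked by TAMRA dequenching. Compounds were preincubated with enzyme 15 min at room temperature; data normalized to buffer-only and DMSO wells plus NSC13755 control.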
Glioma ERSR ind – inducers of ER stress response in human glioma cells | 420,000 compounds, 0.02% hits | Potency, µM, inactives show at the top dose activation, actives largely listed as activators | U87-MG GRP78 promoter luciferase reporter, 16 h; further: potency means the concentration at half of the fitted maximal effect; series mostly up to about 76 µM; % of control where 0% means no effect; nearly all actives have a fitted effect of over 35% in size
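Stably transfected U87-MG human glioma cells carrying a GRP78-based luminescent sensor were seeded at 1000 cells/well, pin-dosed with compounds and incubated 16 h. Luciferase reagent was then added, and end-point luminescence was read after 10 min at room temperature.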
* = called active by the depositor; ? = inconclusive; . = not tested or not shown; & = joins results of further samples; [ ] = another dose, or the depositor's remark. Unless noted, the call rests on the fitted dose curve; in most records, active means well fitted curve in the direction sought with a large enough effect; inconclusive means small, poorly fitted or top-dose-only effect, or another doubt; inactive means no such curve, though single readings can be large; an effect the other way counts as inactive or inconclusive.

molecule,Anesthetic bind,POLH inh,POLB inh,POLK inh,POLI inh,LDHA block,BLM helicase inh,APE1 inh,Glioma ERSR ind
Cc1cccc(C(=O)Nc2nccs2)c1[N+](=O)[O-],-16%,-10%,1%,-15%,0%,-2,-2%,5%,-2%
CCCn1nc(C(=O)OCC(=O)c2ccc3c(c2)NC(=O)CO3)c2ccccc2c1=O,-15%,?,-24%,-3%,27%,-2,-17%,5%,-8%
CN(CCc1cnn(C)c1)C(=O)C1CCC(=O)N(CC2CCCCC2)C1 (stereo not given),-4%,-2%,1%,1%,2%,-8,0%,-12%,0%
CN(c1ccccc1)S(=O)(=O)c1ccc(C(=O)OCC(=O)NCc2ccco2)cc1,-11%,?,?,0%,?,3,-11%,-1%,-5%
Cc1ccc2nc(C3CCN(CC(=O)N4CCCCCC4)CC3)[nH]c2c1,-6%,-12%,-5%,-8%,1%,0,0%,0%,-2%
CCOc1cc(N2CCOCC2)c(OCC)cc1NC(=O)C(NC(=O)c1ccco1)C(C)C (stereo not given),-9%,-10%,3%,-6%,5%,10,-3%,5%,-1%
Cc1ccc(NC(=O)CSc2nc3ccccc3c3nc(CCn4c(C)nc5ccccc54)nn23)cc1F,-7%,?,?,-11%[60.1 µM],79µM*,-5,-13%,.,0%
CCOc1ccc(C(C(=O)NCC2CCCO2)N(Cc2cccnc2)C(=O)c2snc(C(N)=O)c2N)cc1 (stereo not given),32%[activator],-5%,12%,-1%,112%[activator],-19,-6%,0%,-3%
Cc1ccccc1-n1nc(C(=O)O)c(C)c(C#N)c1=O,-9%,-7%,31%,-3%,-6%,-5,5%,-1%,-5%
Cn1c(N)c(C(=O)CSc2nc3ccccc3c(=O)n2CCCN2CCOCC2)c(=O)n(C)c1=O,-10%,-8%,-1%,22%,12%,0,-2%,-4%,-1%
COc1ccc(Cl)cc1S(=O)(=O)N1CCCC(C(=O)NCc2ccccn2)C1 (stereo not given),.,-19%,.,-5%,25%,-4,.,30%,2%
COc1ccc(C(=O)OCC(=O)Nc2cc(S(=O)(=O)N3CCOCC3)ccc2N2CCCC2)cc1,-12%,-16%,-7%,-4%,62%[activator],2,-2%,1%,-4%
CCCC(=O)N(Cc1cc(=O)[nH]c2ccccc12)c1ccc(C)cc1,-18%,-6%,-1%,-9%,50%[activator],1,-4%,22%,-1%
OC[C@@H]1O[C@H](n2cnc3c(SCc4ccccc4)ncnc32)[C@H](O)[C@H]1O,.,.,.,7%,17%,-6,.,.,2%
CC(Sc1nnnn1-c1ccccc1)C(=O)Nc1ccc(N2CCN(C)CC2)cc1 (stereo not given),2%,-11%,3%,-5%,34%[activator],1,2%,3%,5%
Cc1nc(-c2cccc(C(F)(F)F)c2)sc1C(=O)O,-13%,-10%,43%,-4%,84%[activator],-8,-5%,?,-2%
CCCCc1ccc(NC(=O)Nc2cc(C)nn2C)cc1,-20%,?,5%,-17%,106%[activator],-5,-5%,3%,-3%
COc1cc2c(C)nc(C)c(C#N)c2cc1OC,-1%,3%,-1%,-5%,?,-4,4%,-4%,-4%
Cc1ccc(C)c(NC(=O)c2cc(S(=O)(=O)N3CCCCC3)c[nH]2)c1,-11%,-14%,45%,-7%,12%,1,-2%,6%,-2%
CCc1ccc(C(=O)Nc2cc(S(=O)(=O)N3CCOCC3)ccc2N2CCOCC2)cc1,.,-3%,.,1%,18%,-5,.,7%,-5%
OCCC1CN(Cc2ccccc2-c2ccco2)CCN1Cc1ccccc1 (stereo not given),-20%,-3%,7%,-8%,49%[activator],1,-1%,5%,-1%
O=C(NCC(c1cccs1)N1CCOCC1)C1CCN(S(=O)(=O)c2cccc(C(F)(F)F)c2)CC1 (stereo not given),.,-9%,.,-11%,9%,-4,.,15%,-2%
CCN(CC)c1ccc(NC(=O)CSc2nc3ccccc3c(=O)[nH]2)cc1,-14%,-8%,-1%,-11%,?,-2&-7,-6%,-1%,-3%
N#CC1=C(SCC(=O)Nc2nccs2)NC(=O)CC1c1ccccc1 (stereo not given),4%,-15%,2%,-7%,-6%,-2,-3%,11%,11%
CCCN(C1CCS(=O)(=O)C1)S(=O)(=O)c1cc(OC)ccc1OC (stereo not given),.,1%,.,-21%,7%,0,.,25%,-4%

Limited to BLM helicase inh, APE1 inh and LDHA block (2 entries from above):
mol | BLM helicase inh | APE1 inh | LDHA block
N#CC1=C(SCC(=O)Nc2nccs2)NC(=O)CC1c1ccccc1 (stereo not given) | -3% | 11% | -2
Cc1ccc2nc(C3CCN(CC(=O)N4CCCCCC4)CC3)[nH]c2c1 | 0% | 0% | 0

Next section
molecule,Anesthetic bind,POLH inh,POLB inh,POLK inh,POLI inh,LDHA block,BLM helicase inh,APE1 inh,Glioma ERSR ind
COc1ccc(CCNC(=O)c2cc(S(=O)(=O)N(C)c3ccccc3)ccc2Cl)cc1,-12%,-24%,-1%,-5%,?,-2,-2%,1%,-5%
CCN(CC(=O)NCc1ccc(Cl)cc1)C(=O)c1oc2ccccc2c1C,-4%,-20%,-14%,1%,?,-8,-5%,16%,-3%
O=C1SC(SCc2ccccc2)=N/C1=C\c1ccco1,?,79µM*,35µM*,32µM*,11µM*,7,-5%,?,3%
Cc1ccc(NCc2ccccc2O)c(C)c1,?,-23%,16%,-8%,45%[activator],-10,-10%,4%,-1%
CCOC(=O)CCN(c1ccccc1)S(=O)(=O)c1ccc(-c2ccc(=O)[nH]n2)s1,-2%,-16%,2%,-5%,24%,-8,-2%,6%,-6%
COc1ncc(-c2ccc3c(c2)S(=O)(=O)c2cccc(C(=O)O)c2C3=O)cn1,.,-9%,.,-12%,-12%,-8,.,?,-3%
COc1ccccc1C(=O)NC(=S)/C=C1/N(C)c2ccccc2C1(C)C,-13%,?,-25%,-6%,-10%,-4,-9%,8%,4%
CC(=O)Nc1ccc(S(=O)(=O)Nc2ccc(N3CCOCC3)cc2)cc1,2%,-1%,?,-10%,-11%,-1,-2%,5%,-4%
COc1ccc(N(C(=O)c2ccc(Br)o2)C2C=CS(=O)(=O)C2)cc1 (stereo not given),-12%,-8%,0%,-6%,13%,-3,1%,-4%,-5%
CN1C(=O)C(C)(C)c2cc(S(=O)(=O)NCc3ccc(C(=O)Nc4ccc(Cl)cc4)cc3)ccc21,3%,-11%,43%,-10%,9%,-17,-2%,.,-5%
COc1ccc(NC(=O)CSc2nnc3ccc(-c4cccnc4)nn23)c(OC)c1,.,-5%,.,-3%,13%,2,.,-3%,-2%
CCOC(=O)/C(C#N)=C/c1c(N2CCN(Cc3ccc4c(c3)OCO4)CC2)nc2c(C)cccn2c1=O,-7%,-3%,10%,3%,?,-14,-6%,-5%,-1%
Cc1nn(-c2ccccn2)c(N)c1N=O,-5%,-14%,14%,-1%,38%[activator],0,-6%,0%,-3%
CN1CCN(C(=O)c2cccc(-c3cc(O)c4ncccc4c3)c2)CC1,.,-2%,.,-12%,11%,13,.,17%&6%,-3%
CCCC1OC(c2cc3c(cc2Cl)OCO3)OCC1CC (stereo not given),.,-21%,.,1%,-16%,7,.,.,-1%
CCCCOc1ccc(C(=O)Nc2ccc3c(c2)N(C(C)=O)CCC3)cc1,-5%,?,22%,-7%[60.1 µM],7%,-11,0%,.,-10%
COc1cccc(-n2c(=O)c3c(C)c(C)sc3n(CC(=O)NCc3ccccc3)c2=O)c1,-7%,.,18%,-3%,12%,-14,-1%,.,.
Cc1ccc(N2CC(c3nc4ccccc4n3CCC3CCCCC3)CC2=O)cc1 (stereo not given),-11%,-27%,-13%,-1%,40%[activator],-7,0%,.,-2%
C[C@@](N)(C(=O)O)[C@@H]1C[C@@H]1C(=O)O,-20%,.,.,-1%[19.4 µM],.,.,.,23%,0%

Gathered by group, those above containing an aryl thioether with sulfur outside any ring (six)
molecule,Anesthetic bind,POLH inh,POLB inh,POLK inh,POLI inh,LDHA block,BLM helicase inh,APE1 inh,Glioma ERSR ind
Cc1ccc(NC(=O)CSc2nc3ccccc3c3nc(CCn4c(C)nc5ccccc54)nn23)cc1F,-7%,?,?,-11%[60.1 µM],79µM*,-5,-13%,.,0%
Cn1c(N)c(C(=O)CSc2nc3ccccc3c(=O)n2CCCN2CCOCC2)c(=O)n(C)c1=O,-10%,-8%,-1%,22%,12%,0,-2%,-4%,-1%
OC[C@@H]1O[C@H](n2cnc3c(SCc4ccccc4)ncnc32)[C@H](O)[C@H]1O,.,.,.,7%,17%,-6,.,.,2%
CC(Sc1nnnn1-c1ccccc1)C(=O)Nc1ccc(N2CCN(C)CC2)cc1 (stereo not given),2%,-11%,3%,-5%,34%[activator],1,2%,3%,5%
CCN(CC)c1ccc(NC(=O)CSc2nc3ccccc3c(=O)[nH]2)cc1,-14%,-8%,-1%,-11%,?,-2&-7,-6%,-1%,-3%
COc1ccc(NC(=O)CSc2nnc3ccc(-c4cccnc4)nn23)c(OC)c1,.,-5%,.,-3%,13%,2,.,-3%,-2%

Assay outcomes deposited in PubChem BioAssay by National Center for Advancing Translational Sciences (NCATS).

A portion of the library; the hit share may differ from the screen's.
